High-throughput results deposited in PubChem BioAssay by National Center for Advancing Translational Sciences (NCATS).
RECQ1 helicase: blocks DNA unwinding by human RECQ1; P46063; RECQ1 DNA unwinding, red fluorescence kinetic read; Potency, µM (series often up to 57.3 µM), inactives show top-dose activity, negative = inhibition, actives largely listed as inhibitors; hit rate 0.54% among 240,000;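 note: plate controls were vehicle for no effect and no enzyme for full effect; nearly all actives have a fitted effect of over 30% in size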
Target sequence (P46063 whole entry, looked up): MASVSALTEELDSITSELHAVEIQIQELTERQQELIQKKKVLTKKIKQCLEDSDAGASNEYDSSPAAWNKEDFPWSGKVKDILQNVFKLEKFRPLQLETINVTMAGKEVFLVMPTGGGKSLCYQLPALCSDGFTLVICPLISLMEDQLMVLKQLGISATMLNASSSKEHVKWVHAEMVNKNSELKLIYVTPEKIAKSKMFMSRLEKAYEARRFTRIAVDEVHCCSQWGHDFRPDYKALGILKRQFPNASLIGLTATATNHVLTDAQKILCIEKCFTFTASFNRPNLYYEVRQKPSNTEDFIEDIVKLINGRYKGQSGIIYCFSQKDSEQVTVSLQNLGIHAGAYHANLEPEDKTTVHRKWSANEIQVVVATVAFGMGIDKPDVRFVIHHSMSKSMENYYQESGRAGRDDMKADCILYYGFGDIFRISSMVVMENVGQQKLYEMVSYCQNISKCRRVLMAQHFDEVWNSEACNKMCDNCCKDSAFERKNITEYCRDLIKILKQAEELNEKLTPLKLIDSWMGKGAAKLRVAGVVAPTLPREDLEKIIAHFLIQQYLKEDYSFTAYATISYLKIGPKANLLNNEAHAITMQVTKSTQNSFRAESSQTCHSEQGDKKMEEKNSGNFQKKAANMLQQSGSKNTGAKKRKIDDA
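RECQ1T1 50 nM; forked duplex (20 bp + 30-nt ss tails) 200 nM, ATP 2 mM final; pH 8.0, 2 mM MgCl2, 2.5 ug/ml poly(dI-dC); 15 min compound preincubation; discontinuous kinetic read over 2 h at RT.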
IMPase Li inh: membrane-permeable IMPase blocker, potentiated with lithium; hit rate 0.35% among 210,000; CHO-M1 cells, IP1 TR-FRET (IP-One), carbachol + lithium; Potency, µM (highest dose often 59.4 µM), without a hit: top-dose activity, negative = IMPase inhibition, hits mostly inhibitors;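 note: IP1 builds up when IMPase is blocked and the TR-FRET signal falls; plate controls were basal vehicle for no effect and high inhibitor control for full effect; nearly all actives have a fitted effect of over 50% in size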
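Steps: plate 2000 CHO-M1 cells per well and culture 16–30 h; add compound and lithium; incubate 30 min, 37C; add d2-IP1 tracer and Eu cryptate anti-IP1 antibody in lysis buffer; read after 10 min at room temperature.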
GoLoco inh red: blocks human Gai1 binding to RGS12 GoLoco peptide, red readout | P63096 | AID 880 | Potency, µM (highest dose often 61.6 µM), for inactives: at the top dose activity, negative = inhibition, usual class: inhibitors | hit rate 0.44% among 230,000 | Gai1:RGS12 GoLoco peptide FP, rhodamine, 10 min; active = well fitted inhibition curve with a large enough effect, not every such curve was filed as active; inactive = no such curve, though single readings can be large or run the other way; note: nearly all actives have a fitted effect of over 30% in size; many of its hits are not listed in these tables
Target sequence (P63096 whole entry, looked up): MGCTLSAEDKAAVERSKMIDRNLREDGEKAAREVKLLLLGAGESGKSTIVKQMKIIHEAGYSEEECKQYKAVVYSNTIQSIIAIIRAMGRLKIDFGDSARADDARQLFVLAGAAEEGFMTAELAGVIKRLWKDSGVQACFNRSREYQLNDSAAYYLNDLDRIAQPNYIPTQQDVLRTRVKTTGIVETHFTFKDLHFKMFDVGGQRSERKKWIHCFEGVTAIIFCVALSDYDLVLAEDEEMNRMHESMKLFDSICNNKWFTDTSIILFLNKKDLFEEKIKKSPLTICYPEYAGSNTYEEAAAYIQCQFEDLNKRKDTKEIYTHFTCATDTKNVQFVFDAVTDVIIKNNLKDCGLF
The depositor's hits bear a star; [ ] = another dose, or the depositor's remark. Unless noted, calls come from the whole dose curve; as a rule, active = well fitted curve in the direction sought with a large enough effect; inconclusive = small, poorly fitted or top-dose-only effect, or another doubt; inactive = no such curve, though single readings can be large; an effect the other way counts as inactive or inconclusive. Unless noted, % is set by controls: 0 for no effect and ±100 for the full control effect; potency is the fitted concentration of half-maximal effect.

Screening COc1ccc(Oc2ncc3nc(-c4cccc(C#N)c4)c(=O)n(CCC#N)c3n2)cc1 returned RECQ1 helicase -6.1%, IMPase Li inh 22.5% and GoLoco inh red 5.4%.
For FC(F)(F)c1ccccc1-c1nccc(-n2ccnc2)n1 the results were RECQ1 helicase -2.2%, IMPase Li inh 13.4% and GoLoco inh red -24.9%.
For Cc1nc2cnc(N(C)C)nc2n(-c2ccccc2)c1=O the results were RECQ1 helicase inactive, IMPase Li inh -4.7% and GoLoco inh red 68.4%[activator].
COc1cccc(Cn2c(=O)c(-c3cn(C)c4ccccc34)nc3cncnc32)c1 was read as RECQ1 helicase -0.8%, IMPase Li inh 0.3% and GoLoco inh red 8.2%.
`Clc1ccccc1-c1ccc2ncnc(NC3CCNCC3)c2c1` gave RECQ1 helicase -4.7%, IMPase Li inh 3.0% and GoLoco inh red 10.5%.
`Clc1ccccc1-c1nc(-n2ccnc2)c2ccccc2n1` gave RECQ1 helicase inactive, IMPase Li inh -1.5% and GoLoco inh red 2.4%.
Screening c1cn(-c2ccnc(-c3ccc4c(c3)OCO4)n2)cn1 returned RECQ1 helicase -3.0%, IMPase Li inh 3.0% and GoLoco inh red 6.2%.
For CN1CCN(c2ncc3nc(-c4ccc(Cl)cc4)c(=O)n(Cc4ccc(F)cc4)c3n2)CC1 the results were RECQ1 helicase -1.0%, IMPase Li inh 13.0% and GoLoco inh red 4.5%.
Cc1nc2cnc(Nc3ccccc3)nc2n(C2CC2)c1=O was read as RECQ1 helicase -5.1%, IMPase Li inh 13.1% and GoLoco inh red 19.9%.
COc1ccccc1CNc1ccnc(-c2cccc(C#N)c2)n1 was read as RECQ1 helicase inactive, IMPase Li inh 13.6% and GoLoco inh red 14.1%.
Screening O=c1c(-c2ccccc2)nc2cncnc2n1Cc1ccccc1 returned RECQ1 helicase -13.0%, IMPase Li inh 8.7% and GoLoco inh red -1.2%.
`COc1cccc(Nc2ncc3nc(-c4cccs4)c(=O)n(-c4ccccc4)c3n2)c1` gave RECQ1 helicase -12.5%, IMPase Li inh 0.8% and GoLoco inh red 43.8%[activator].
For COc1ccc(CNc2nc(-c3ccc4c(c3)OCO4)nc3ccccc23)c(OC)c1 the results were RECQ1 helicase -13.2%, IMPase Li inh 12.6% and GoLoco inh red 4.1%.
For COc1cccc(-c2ccc3ncnc(N(C)C)c3c2)c1 the results were RECQ1 helicase inactive, IMPase Li inh 14.6% and GoLoco inh red 5.8%.
Screening COc1ccccc1CNc1ccnc(-c2ccccc2CN(C)C)n1 returned RECQ1 helicase -4.0%, IMPase Li inh -0.7% and GoLoco inh red 8.8%.
Screening COCCn1c(=O)c(C)nc2cnc(OC)nc21 returned RECQ1 helicase -3.3%, IMPase Li inh -15.2% and GoLoco inh red -1.8%.
For CCNc1ncc2nc(-c3ccc(Cl)cc3)c(=O)n(C[C@H]3CCCO3)c2n1 the results were RECQ1 helicase inactive, IMPase Li inh 10µM* and GoLoco inh red -1.3%.
COc1ccccc1-c1nc(NC2CC2)c2ccccc2n1 was read as RECQ1 helicase 2.4%, IMPase Li inh 20.8% and GoLoco inh red 2.4%.
COc1cccc(-c2nc(N(C)Cc3ccco3)c3ccccc3n2)c1 was read as RECQ1 helicase -11.7%, IMPase Li inh 19.2% and GoLoco inh red 12.5%.
Screening Cn1c(=O)c(-c2ccc(F)cc2)nc2cnc(OCc3ccccc3)nc21 returned RECQ1 helicase -0.4%, IMPase Li inh -0.3% and GoLoco inh red 2.0%.

Three compounds out of the list, arranged by length of the SMILES, smallest number first:
For Cc1nc2cnc(N(C)C)nc2n(-c2ccccc2)c1=O the results were RECQ1 helicase inactive, IMPase Li inh -4.7% and GoLoco inh red 68.4%[activator].
COc1ccccc1CNc1ccnc(-c2cccc(C#N)c2)n1 was read as RECQ1 helicase inactive, IMPase Li inh 13.6% and GoLoco inh red 14.1%.
COc1cccc(-c2nc(N(C)Cc3ccco3)c3ccccc3n2)c1 was read as RECQ1 helicase -11.7%, IMPase Li inh 19.2% and GoLoco inh red 12.5%.

Next part:
CN(Cc1ccco1)c1nc(-c2ccoc2)nc2ccccc12 was read as RECQ1 helicase -16.2%, IMPase Li inh 19.9% and GoLoco inh red 20.3%.
CN(C)C(=O)c1ccc(-c2ccc3ncnc(N4CCNCC4)c3c2)cc1 was read as RECQ1 helicase -2.6%, IMPase Li inh 6.9% and GoLoco inh red -0.8%.
COc1ccc(-n2c(=O)c(-c3cccc(C#N)c3)nc3cnc(N4CCNCC4)nc32)cc1 was read as RECQ1 helicase -0.3%, IMPase Li inh 3.8% and GoLoco inh red -2.9%.
Screening COCCNc1ncnc2ccc(-c3ccccc3C(F)(F)F)cc12 returned RECQ1 helicase -6.0%, IMPase Li inh 32.8%[activator] and GoLoco inh red 13.3%.
For COc1ncc2nc(-c3cccs3)c(=O)n(CCC#N)c2n1 the results were RECQ1 helicase inactive, IMPase Li inh -7.1% and GoLoco inh red -3.5%.
`COc1ccc(-n2c(=O)c(-c3cccs3)nc3cnc(N(C)C)nc32)cc1` gave RECQ1 helicase -10.3%, IMPase Li inh 3.3% and GoLoco inh red 4.2%.
For CCNc1ncc2nc(-c3cn(C)c4ccccc34)c(=O)n(CCC#N)c2n1 the results were RECQ1 helicase -0.5%, IMPase Li inh -6.0% and GoLoco inh red -7.8%.
`N#Cc1ccccc1-c1nc(NCCN2CCOCC2)c2ccccc2n1` gave RECQ1 helicase inactive, IMPase Li inh 9.8% and GoLoco inh red 11.1%.
O=c1c(-c2cccc(Cl)c2)nc2cncnc2n1C1CC1 was read as RECQ1 helicase -12.2%, IMPase Li inh -3.1% and GoLoco inh red 0.8%.
CCNc1ncc2nc(-c3cc(F)cc(F)c3)c(=O)n(C3CC3)c2n1 was read as RECQ1 helicase inactive, IMPase Li inh -2.8% and GoLoco inh red -2.8%.
For COCCNc1ncnc2ccc(-c3ccccc3OC)cc12 the results were RECQ1 helicase -14.2%, IMPase Li inh 12.2% and GoLoco inh red 8.7%.
Screening Cc1noc(C)c1-c1cc(NCc2cccs2)ncn1 returned RECQ1 helicase 2.3%, IMPase Li inh -2.2% and GoLoco inh red 13.0%.
`COc1ccc(Oc2ncc3nc(-c4cc(F)cc(F)c4)c(=O)n(C[C@H]4CCCO4)c3n2)cc1` gave RECQ1 helicase inactive, IMPase Li inh 2.9% and GoLoco inh red -3.3%.
`FC(F)(F)c1ccccc1-c1nc(NC2CCNCC2)c2ccccc2n1` gave RECQ1 helicase inactive, IMPase Li inh -6.9% and GoLoco inh red 3.8%.
COc1ncc2nc(-c3ccc(F)cc3)c(=O)n(CCc3ccccc3)c2n1 was read as RECQ1 helicase inactive, IMPase Li inh 14.1µM* and GoLoco inh red -5.9%.
COc1ccccc1-c1cc(Nc2ccn[nH]2)ncn1 was read as RECQ1 helicase inactive, IMPase Li inh -5.6% and GoLoco inh red 14.8%.
For COc1ccc(-c2nc3cncnc3n(-c3ccccc3)c2=O)cc1 the results were RECQ1 helicase -10.8%, IMPase Li inh 8.6% and GoLoco inh red 20.1%.
`Cc1noc(C)c1-c1cncnc1NCCN1CCOCC1` gave RECQ1 helicase -0.7%, IMPase Li inh 3.9% and GoLoco inh red -9.9%.
For O=c1c(-c2ccc(Cl)cc2)nc2cnc(N3CCOCC3)nc2n1-c1ccccc1 the results were RECQ1 helicase -7.0%, IMPase Li inh -9.3% and GoLoco inh red 3.8%.
`COc1ccc(-c2nc3cnc(N4CCN(C)CC4)nc3n(-c3ccc(OC)cc3)c2=O)cc1` gave RECQ1 helicase -6.4%, IMPase Li inh 0.2% and GoLoco inh red -6.9%.
`COc1ccccc1CNc1ccnc(-c2cccc(NS(C)(=O)=O)c2)n1` gave RECQ1 helicase -17.3%, IMPase Li inh 7.3% and GoLoco inh red 10.8%.
Screening COc1ccc(-c2nc3cnc(N4CCNCC4)nc3n(-c3ccc(OC)cc3)c2=O)cc1 returned RECQ1 helicase -7.6%, IMPase Li inh 18.3% and GoLoco inh red 1.4%.
N#Cc1cccc(-c2nc(NCc3cccnc3)c3ccccc3n2)c1 was read as RECQ1 helicase inactive, IMPase Li inh -3.5% and GoLoco inh red 5.6%.
For COc1ccc(CNc2ncnc3ccc(-c4cccc(C#N)c4)cc23)c(OC)c1 the results were RECQ1 helicase -3.0%, IMPase Li inh 12.6% and GoLoco inh red 6.5%.
`COc1ccccc1CNc1nc(-c2ccc(C(=O)N(C)C)cc2)nc2ccccc12` gave RECQ1 helicase -12.5%, IMPase Li inh 28.1% and GoLoco inh red 6.0%.
COc1ccc2[nH]cc(CCNc3nc(-c4ccc(N(C)C)cc4)nc4ccccc34)c2c1 was read as RECQ1 helicase inconclusive, IMPase Li inh -1.7% and GoLoco inh red 6.3%.
For FC(F)(F)c1ccccc1-c1cc(NCCN2CCOCC2)ncn1 the results were RECQ1 helicase -0.5%, IMPase Li inh 6.4% and GoLoco inh red 2.5%.
`COc1ncc2nc(-c3ccc(F)cc3)c(=O)n(Cc3cccs3)c2n1` gave RECQ1 helicase inactive, IMPase Li inh 2.8% and GoLoco inh red -2.7%.
COc1ccc(Oc2ncc3nc(-c4cccc(C#N)c4)c(=O)n(C)c3n2)cc1 was read as RECQ1 helicase inactive, IMPase Li inh 25.0% and GoLoco inh red -2.0%.
CN1CCN(c2ncncc2-c2ccccc2Cl)CC1 was read as RECQ1 helicase -3.1%, IMPase Li inh 25.7% and GoLoco inh red -11.4%.
Screening Cc1nc2cncnc2n(Cc2ccc(F)cc2)c1=O returned RECQ1 helicase -3.9%, IMPase Li inh 11.5% and GoLoco inh red 3.5%.
For CN1CCN(c2ncc3nc(CCc4ccccc4)c(=O)n(C)c3n2)CC1 the results were RECQ1 helicase inactive, IMPase Li inh 12.5% and GoLoco inh red 7.6%.
Cn1c(=O)c(-c2cc(F)cc(F)c2)nc2cnc(Nc3ccccc3)nc21 was read as RECQ1 helicase inactive, IMPase Li inh 5.8% and GoLoco inh red 131.5%[activator].
`COc1ccc2[nH]cc(CCNc3ccnc(-c4ccc5c(c4)OCO5)n3)c2c1` gave RECQ1 helicase inactive, IMPase Li inh 24.3% and GoLoco inh red -1.6%.
Screening CN(C)c1ncc2nc(-c3ccc(Cl)cc3)c(=O)n(Cc3cccs3)c2n1 returned RECQ1 helicase -7.9%, IMPase Li inh 2.4% and GoLoco inh red 2.7%.
Screening COc1ccccc1-c1nc(N2CCOCC2)c2ccccc2n1 returned RECQ1 helicase -1.1%, IMPase Li inh 21.5% and GoLoco inh red 2.7%.
For CN(C)c1cc(-c2cccc(NS(C)(=O)=O)c2)ncn1 the results were RECQ1 helicase -7.3%, IMPase Li inh 7.2% and GoLoco inh red 16.8%.
Screening CC(=O)NCCNc1ncncc1-c1ccccc1C returned RECQ1 helicase inactive, IMPase Li inh 6.2% and GoLoco inh red -12.0%.
Screening Cc1cnc(CNc2nc(-c3cccc(NS(C)(=O)=O)c3)nc3ccccc23)cn1 returned RECQ1 helicase inactive, IMPase Li inh 10.3% and GoLoco inh red 12.7%.
For COc1cccc(Nc2ncc3nc(CCc4ccccc4)c(=O)n(Cc4cccs4)c3n2)c1 the results were RECQ1 helicase -4.8%, IMPase Li inh inconclusive and GoLoco inh red 87.5%[activator].
`COc1cccc(Cn2c(=O)c(-c3cc(F)cc(F)c3)nc3cncnc32)c1` gave RECQ1 helicase -14.4%, IMPase Li inh 14.5% and GoLoco inh red 19.1%.
For Cc1noc(C)c1-c1ccc2ncnc(N3CCN(C)CC3)c2c1 the results were RECQ1 helicase -6.8%, IMPase Li inh 13.0% and GoLoco inh red 16.1%.
For CCNc1ncc2nc(-c3cc(F)cc(F)c3)c(=O)n(Cc3ccc(F)cc3)c2n1 the results were RECQ1 helicase inactive, IMPase Li inh -14.8% and GoLoco inh red 6.0%.
`c1cncc(CNc2ncncc2-c2ccoc2)c1` gave RECQ1 helicase 5.7%, IMPase Li inh 1.6% and GoLoco inh red -9.4%.
Screening CNc1ncncc1-c1ccccc1C returned RECQ1 helicase inactive, IMPase Li inh -0.8% and GoLoco inh red 7.9%.
Cn1c(=O)c(-c2ccc(F)cc2)nc2cnc(Nc3ccccc3)nc21 was read as RECQ1 helicase inactive, IMPase Li inh -11.4% and GoLoco inh red 36.2%[activator].
`COCCn1c(=O)c(-c2cccc(C#N)c2)nc2cnc(N(C)C)nc21` gave RECQ1 helicase -1.8%, IMPase Li inh -2.1% and GoLoco inh red -5.7%.
For Cc1nc2cnc(Oc3cccc(Cl)c3)nc2n(Cc2ccc(F)cc2)c1=O the results were RECQ1 helicase inactive, IMPase Li inh 17.3% and GoLoco inh red 10.6%.

Two compounds picked at random from the list so far:
For Cc1noc(C)c1-c1ccc2ncnc(N3CCN(C)CC3)c2c1 the results were RECQ1 helicase -6.8%, IMPase Li inh 13.0% and GoLoco inh red 16.1%.
For Cc1nc2cnc(Oc3cccc(Cl)c3)nc2n(Cc2ccc(F)cc2)c1=O the results were RECQ1 helicase inactive, IMPase Li inh 17.3% and GoLoco inh red 10.6%.

An excerpt. The share of hits here may be higher or lower than overall.
